# STK33 inh: inhibitors of human STK33 kinase. inhibition, % at 10 µM. Q9BYT3. hit rate 0.073% among 320,000. purified STK33, MBP phosphorylation, ADP-Glo luminescence. AID 2661;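 active means inhibition at or above 25%, using the most active replicate where run in duplicate; inactive means inhibition below 25%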
# Target sequence (Q9BYT3 whole entry, looked up): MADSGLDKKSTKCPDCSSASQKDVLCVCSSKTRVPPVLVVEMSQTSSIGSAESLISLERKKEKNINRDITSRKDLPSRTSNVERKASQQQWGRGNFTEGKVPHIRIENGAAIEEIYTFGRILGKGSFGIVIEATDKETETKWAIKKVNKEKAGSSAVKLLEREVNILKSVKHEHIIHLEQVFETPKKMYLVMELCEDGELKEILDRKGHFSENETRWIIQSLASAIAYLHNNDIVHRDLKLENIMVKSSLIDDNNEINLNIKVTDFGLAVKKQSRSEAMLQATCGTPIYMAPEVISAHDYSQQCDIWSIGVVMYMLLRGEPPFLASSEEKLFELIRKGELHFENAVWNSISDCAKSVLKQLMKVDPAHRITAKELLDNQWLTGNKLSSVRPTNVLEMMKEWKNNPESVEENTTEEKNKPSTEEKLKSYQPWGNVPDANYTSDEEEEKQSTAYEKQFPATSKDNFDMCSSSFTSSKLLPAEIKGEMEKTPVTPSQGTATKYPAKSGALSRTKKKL
# OX1R FRET antag: OX1R (human) antagonism; hit rate 1.8% among 330,000; O43613; OX1R-expressing cells, FRET antagonist read-out; inhibition, % at 6.6 µM; in the data active means inhibition mostly above about 38%, no sharp cut-off; inactive means mostly below about 40%;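 further: 0% = agonist challenge alone and 100% = reference antagonist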
# Target sequence (O43613 whole entry, looked up): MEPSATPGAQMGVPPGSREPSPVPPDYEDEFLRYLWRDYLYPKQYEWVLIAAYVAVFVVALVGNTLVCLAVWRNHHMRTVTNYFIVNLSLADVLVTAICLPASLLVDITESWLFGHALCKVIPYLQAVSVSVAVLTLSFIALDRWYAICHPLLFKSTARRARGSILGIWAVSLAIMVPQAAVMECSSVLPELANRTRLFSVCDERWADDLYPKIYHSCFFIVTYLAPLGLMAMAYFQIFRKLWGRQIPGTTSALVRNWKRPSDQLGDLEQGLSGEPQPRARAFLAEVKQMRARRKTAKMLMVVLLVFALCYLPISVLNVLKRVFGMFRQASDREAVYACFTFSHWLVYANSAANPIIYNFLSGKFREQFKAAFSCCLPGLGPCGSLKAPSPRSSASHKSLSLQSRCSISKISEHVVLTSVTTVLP
# Active calls of the source: *; . = not tested or not shown.
SMILES,STK33 inh,OX1R FRET antag
CCOc1ccc2[nH]c3c(NCCO)ncnc3c2c1,0.7,.
CN(CC(=O)Nc1cccc(F)c1)C(=O)c1csc2c1CCCC2,-1.5,27.1
CCOc1ccc2nc(/N=C/c3c(C)[nH]n(-c4ccc(C)cc4)c3=O)sc2c1,-1.6,11.7
Nc1nc(NCC(=O)O)nc(NCc2ccccc2)c1[N+](=O)[O-],0.1,12.9
O=C1CCCc2c1cc(C(=O)O)c(=O)n2-c1ccccc1,1.6,11.7
O=C(CCn1c(=O)oc2ccccc21)N(Cc1ccccc1)c1ccccc1,0.1,-11.1
Cc1cc(S(=O)(=O)N2CCCCC2)ccc1OCC(=O)N1CCCC1,-1.7,13.8
O=S(=O)(NCc1ccccc1)c1ccc2c(c1)OCCO2,-0.3,18.5
COC(=O)c1cccc(NC(=O)C(C)(C)C)c1,-1.6,0.8
C[C@@]12C(=O)N(CCO)CC(=O)N1[C@H](/C=C/c1ccccc1)[C@@H]1C(=O)N(c3ccccc3)C(=O)[C@@H]12,0.4,5.8
CCC1CN(C(=O)N2CCC(C(=O)NCc3cccc(F)c3)CC2)c2ccccc2O1 (stereo not drawn),0.1,2.8
Cc1cc(N2CCN(C)CC2)nc2ccc(NC(=S)N3CCN(c4ccccn4)CC3)cc12,-0.4,6.6
CN1CCN(C(=O)c2ccc(Cl)c(S(=O)(=O)N3CCCCC3)c2)CC1,-1.0,-4.0
Cc1[nH]c(=S)c(C#N)c(C)c1Cc1ccccc1,0.2,2.9
COC(=O)c1cc(-c2cccc(OC)c2)c2c(=O)[nH]c(=O)n(C)c2n1,-0.5,2.2
Cc1cc(C)cc(C(=O)Nc2cccc(NC(=O)c3ccco3)c2)c1,-0.2,.
O=C(O)CC(SCc1ccc(C(=O)O)o1)C(=O)O (stereo not drawn),-3.0,4.0
CCCN1C(=O)c2cc(C(=O)NC3CCCCCC3)ccc2C1O (stereo not drawn),-2.6,15.8
CCOC(=O)CCC(NC(=O)CCCCC(=O)NC(CCC(=O)OCC)C(=O)OCC)C(=O)OCC (stereo not drawn),-1.6,17.4
COc1cc(/C=N/Nc2ccc(S(N)(=O)=O)cc2[N+](=O)[O-])cc(OC)c1O,-1.1,34.0
COc1ccc(Cl)cc1NC(=O)CSc1nc2ccsc2c(=O)n1CC1CCC(C(=O)O)CC1 (stereo not drawn),-0.9,32.8
CC1S/C(=C(\C#N)C(=O)NCc2ccco2)N(c2ccc(F)cc2)C1=O (stereo not drawn),-3.2,3.8
N#Cc1c(C(F)(F)F)cc(-c2ccccc2)n(N)c1=O,-3.3,3.4
CCOc1ncccc1C(=O)N=C1SCCN1C(=O)c1cccnc1OCC,-0.9,49.7
CCN(CC(=O)Nc1c(F)cccc1F)C(=O)CSCC(=O)Nc1ccc(OC)cc1,-1.9,14.6
COc1cc2cc(C(=O)N3CCN(c4ccccc4OC)CC3)[nH]c2cc1OC,-0.9,.
CCOc1ccc(S(=O)(=O)n2cc(-c3ccccc3)c(N)n2)cc1,2.6,17.6
COc1ccc(C(C(=O)NC(C)(C)C)N(C(=O)CCC(=O)Nc2cc(C)on2)c2ccc3c(c2)OCCO3)cc1 (stereo not drawn),-0.8,27.9
NS(=O)(=O)c1ccc(CCNS(=O)(=O)Cc2ccc(Cl)cc2)cc1,-0.6,11.0
O=C(CCSc1nnc2ccc3ccccc3n12)Nc1ccc(F)cc1,-0.1,26.6
Cc1ccc(NC(=O)CSc2nnc(C(F)(F)F)n2C)cc1[N+](=O)[O-],.,29.9
COC(=O)c1c[nH]n2c(=O)cc(CCl)nc12,-1.3,20.6
CCOc1ccc(/C=C/C(=O)Oc2ccccc2)cc1,-0.4,12.8
O=C(NCc1ccccn1)C1CCN(S(=O)(=O)N2CCCC2)CC1,-1.4,1.0
CCOC(=O)c1c(NC(=O)Cn2cnc([N+](=O)[O-])n2)sc2c1CCCC2,-1.1,17.0
Cc1cccc(C(=O)NNC(=O)c2ccc(Br)cc2)c1,-0.2,-3.0
COc1ccc(N(CC(=O)Nc2ccc(S(=O)(=O)N3CCOCC3)cc2)S(=O)(=O)c2ccc(F)cc2)cc1,-0.7,0.3
O=C(COc1ccc(F)cc1)N(Cc1cccs1)C1CCS(=O)(=O)C1 (stereo not drawn),0.1,3.0
CCN(CC)c1ccc(/C=N/n2c(-c3ccccc3Br)n[nH]c2=S)cc1,-0.6,26.1
Cc1cc(S(=O)(=O)N2CCOCC2)ccc1OCC(=O)Nc1ccccc1C(F)(F)F,-0.5,20.5
C[C@H](CO)N1C[C@H](C)[C@@H](CN(C)S(=O)(=O)c2ccc(F)cc2)Oc2ccc(NC(=O)C3CCCCC3)cc2C1=O,0.1,8.0
COc1ccc(Cn2c(CCC(=O)Nc3ccc(C)c(C)c3)nc3cccnc32)cc1,-0.5,13.5
CCCCn1c(N)c(N(CC(C)C)C(=O)CCNC(=O)c2ccc(Br)cc2)c(=O)[nH]c1=O,0.0,7.5
C=C(C)Cn1c(=O)c(NC(=O)c2ccccc2)c2n(c1=S)CCC2,0.0,11.4
COC(=O)C1(C)Cc2cc(OC(C)=O)c(OC(C)=O)cc2N1 (stereo not drawn),-2.7,26.2
O=C(NC1CCCC1)C1CCN(S(=O)(=O)N2CCCCC2)CC1,-1.6,15.5
O=C1CCC(C(=O)N2CCCCO2)CN1CCc1ccc(Cl)cc1 (stereo not drawn),0.4,21.1
Cc1ccc2nsnc2c1S(=O)(=O)N1CCCC1C(=O)O (stereo not drawn),-1.2,30.4
CCOc1ccc(-n2nc3ccc(NC(=O)CC)cc3n2)cc1,0.2,.
CCOc1cccc2cc(C(=O)Nc3nccs3)c(=O)oc12,-1.0,21.4
O=S(=O)(Nc1ncccn1)c1ccc(NC(=S)Nc2ccc(Cl)cc2)cc1,-1.2,26.8
O=[N+]([O-])c1ccc(S(=O)(=O)N2CCN(Cc3c[nH]c4ccccc34)CC2)cc1,0.8,48.6*
CC1CCC(NC(=O)COC(=O)C2CC3CCCC(C2)C3=O)CC1 (stereo not drawn),-1.3,10.3
COc1cccc(C(C(=O)NC2CCCC2)N(C(=O)c2ccco2)c2ccc(-n3cnnn3)c(C)c2)c1OC (stereo not drawn),-1.7,15.4
Cc1cccc(OCC(=O)NCc2nc(-c3ccccc3)no2)c1,-1.5,14.2
NS(=O)(=O)c1ccc(NC(=S)NC(=O)c2cccs2)cc1,-0.6,6.4
COc1ccccc1-c1nc2ccccc2c(=O)n1O,1.4,-15.3
Cn1c(=O)c2c(nc(CN3CCN(c4cccc(Cl)c4)CC3)n2CCc2ccccc2)n(C)c1=O,-0.9,-6.8
CCOC(=O)c1nnn(-c2nonc2N)c1COc1c(C=O)cccc1OC,1.2,20.5
COc1ccc(CNC(=O)/C=C/c2ccc(S(=O)(=O)N3CCOCC3)cc2)cc1,-0.6,4.6
# Carrying on.
SMILES,STK33 inh,OX1R FRET antag
COc1cccc(NC(=S)NC2CC3CCCC(C2)N3CC(C)C)c1 (stereo not drawn),-1.9,3.0
CCOC(=O)C1CCN(c2c([N+](=O)[O-])c(C(Cl)Cl)nn2-c2ccccc2)CC1,-2.4,1.4
CCN(CC(=O)NC(C)(C)C)C(=O)c1ccc2c(c1)S(=O)(=O)c1ccccc1C2=O,0.6,56.3*
COC(=O)C1=C(C)N=c2s/c(=C/c3ccoc3)c(=O)n2C1c1ccccc1 (stereo not drawn),-0.5,2.5
CC(C)c1ccccc1NC(=S)N(C)C,-2.8,13.1
Cc1ccc(N(CCC(=O)O)S(=O)(=O)c2ccccc2)cc1,-1.4,11.9
CCCCCCC/C=N/Nc1nnc(Cc2ccccc2)c(=O)[nH]1,-0.3,16.0
CCCC1CCC(c2ccc(C(=O)NN)cc2)CC1 (stereo not drawn),-2.9,-5.1
CC(C)N1C(=O)S/C(=C/c2ccc3c(c2)n(C)c(=O)n3C)C1=O,0.3,22.7
O=C(O)CSc1cnc2ccccc2n1,1.9,9.4
COc1ccc(C(C#N)c2cnccn2)cc1OC (stereo not drawn),0.4,21.0
Clc1ccc(-c2n[nH]c3c2Cc2ccccc2-3)cc1Cl,-2.2,-2.1
CCOc1ccc(NC(=O)Cn2nnc(C(=O)NCc3ccccc3OC)c2N)cc1,0.1,3.7
CC(=O)Nc1ccc(N2CCCC(C)C2)c([N+](=O)[O-])c1 (stereo not drawn),-0.2,-0.5
Cc1ccc(-c2nnc(SCC(=O)N(CC(C)C)c3c(N)n(Cc4ccccc4)c(=O)[nH]c3=O)n2N)cc1,-0.2,-2.5
COC(=O)N/N=C/c1cn(Cc2ccc(Cl)cc2Cl)c2ccccc12,-1.2,18.6
COc1ccccc1NC(=O)CNC(=O)c1ccccc1C,-1.5,0.6
CS(=O)(=O)N1CCN(c2ccccc2NC(=O)c2ccc(Br)o2)CC1,23.1,10.9
COc1ccc(S(=O)(=O)N2CCOCC2)cc1NC(=O)c1ccccc1C,-1.3,-0.3
CCSc1ncc(Cl)c(C(=O)Nc2ccc(S(=O)(=O)Nc3ncccn3)cc2)n1,-2.3,7.7
COC(=O)c1ccccc1Sc1snnc1C,-1.3,12.0
Cc1cc(C(=O)NCCC2=CCCCC2)no1,-1.1,-2.2
COC(=O)c1[nH]c2ccc(C)cc2c1NC(=O)CN1CCCC(C)(C)C1,-0.6,9.1
Cc1cc(-c2cc(C(=O)O)c3ccccc3n2)c(C)s1,-1.4,11.1
Cc1ccc(C(=O)OCCc2c(C)[nH]n(-c3ccccc3)c2=O)cc1,-1.6,8.9
O=C(NCc1ccccc1OC(F)(F)F)C1CCC(=O)N(Cc2ccccn2)C1 (stereo not drawn),-1.2,-2.1
CC(C)(C)c1cc(N/C=C\c2nnnn2-c2ccc(Br)cc2)no1,-3.1,9.3
CN1CCN(CC#CC(C)(O)C2CC3C=CC2C3)CC1 (stereo not drawn),0.7,16.5
O=C(Cn1cnc2sc3c(c2c1=O)CCCC3)NCC(=O)Nc1ccccc1F,-0.1,-0.9
Clc1ccc(Cc2nnc(-c3cccs3)o2)cc1,-1.6,11.5
Cc1csc2ncc(C(=O)NCc3ccc4c(c3)OCO4)c(=O)n12,-0.8,9.9
CN(C)c1nc(=S)nc(NCc2ccccc2)[nH]1,-0.4,12.7
COCCN(C(=O)CC1OC(=O)c2ccccc21)c1c(N)n(Cc2ccccc2)c(=O)[nH]c1=O (stereo not drawn),-0.3,10.8
Cc1cc(=O)[nH]c(SCc2nnc(-c3ccccc3)o2)n1,-0.7,33.3
COc1cc(-c2nc3ccccn3c2/N=C/c2ccccc2)ccc1O,-0.7,7.0
O=C(Cn1nnc2ccccc21)NNC(=S)NC1CCCCC1,0.2,6.8

# Part of the list above, set out differently.
STK33 inh	OX1R FRET antag	Compound
-0.8	27.9	COc1ccc(C(C(=O)NC(C)(C)C)N(C(=O)CCC(=O)Nc2cc(C)on2)c2ccc3c(c2)OCCO3)cc1 (stereo not drawn)
-0.6	11.0	NS(=O)(=O)c1ccc(CCNS(=O)(=O)Cc2ccc(Cl)cc2)cc1
-0.1	26.6	O=C(CCSc1nnc2ccc3ccccc3n12)Nc1ccc(F)cc1
.	29.9	Cc1ccc(NC(=O)CSc2nnc(C(F)(F)F)n2C)cc1[N+](=O)[O-]
-1.3	20.6	COC(=O)c1c[nH]n2c(=O)cc(CCl)nc12
-0.4	12.8	CCOc1ccc(/C=C/C(=O)Oc2ccccc2)cc1
-1.4	1.0	O=C(NCc1ccccn1)C1CCN(S(=O)(=O)N2CCCC2)CC1

# (next part)
SMILES,STK33 inh,OX1R FRET antag
C(/C=C/C=C/Nc1ccccc1)=Nc1ccccc1,-1.3,1.9
Cc1nc2sc(C(c3ccc(Cl)cc3)N3CCN(CCO)CC3)c(O)n2n1 (stereo not drawn),-1.5,8.0
O=C(NCC(c1ccc(F)cc1)N1CCOCC1)c1cccc(Br)c1 (stereo not drawn),-1.0,20.1
CCc1nnc(NC(=O)CSc2ncnc3scc(-c4ccc(C)cc4)c23)s1,1.0,6.3
COc1cc(C2C3C(C)N(C)C(=O)N(C)C3N(C)C(=O)N2C)ccc1O (stereo not drawn),0.8,3.5
COC(=O)c1ccc(-n2nnnc2SCC(=O)NCc2cccc(C(=O)O)c2)cc1,1.1,18.4
C=CCn1c(=S)[nH]c2sc3c(c2c1=O)CCCC3,-1.3,2.2
NS(=O)(=O)c1ccc(N2CCN(C(=O)c3ccco3)CC2)nc1,0.3,-1.3
COc1cccc2c1Oc1ncccc1N(C(=O)CCC(=O)NCc1ccc(F)cc1)C2,1.0,12.5
O=C(CCNS(=O)(=O)c1ccccc1)N1CCN(c2ccccc2)CC1,1.4,-1.3
CCOC(=O)C(c1ccccc1)C(Nc1ccccc1)c1ccccn1 (stereo not drawn),-1.0,7.9
CCOCc1nnc(NC(=O)c2ccc(OC)cc2)s1,-0.2,12.0
Cc1ccc(-c2nnc(SCC(=O)NNC(=O)COc3cccc4ccccc34)n2C)cc1,-0.1,2.5
C#CCOCCOCCOCCNc1nc(N2CCN(C(=O)[C@H]([C@@H](C)O)n3cc(CCCCN)nn3)CC2)nc(N2CCN(C(=O)[C@H](CCCCN)n3cc(CCC(=O)O)nn3)CC2)n1,-3.6,22.0
COc1ccc(CNc2nc3nc(C)cc(C)n3n2)cc1,0.1,3.8
COc1ccc(NS(=O)(=O)c2cc(NC(=O)C3CC3)ccc2N2CCOCC2)cc1,-1.5,29.9
O=C(NCCc1ccccc1)c1cccs1,0.4,15.1
CC1CCCCC1NC(=O)CCNS(=O)(=O)c1cc(Br)cnc1N (stereo not drawn),-0.8,12.5
COC(=O)c1ccc(NC(=O)Nc2ccc3c(c2)nc(C)n3C)cc1,-2.3,16.8
CCN(CC)c1cc(C)c2cc(NC(=O)c3ccc(Br)o3)ccc2n1,10.3,21.4
COc1cc(NC(=O)CN(c2cc(C)cc(C)c2)S(=O)(=O)c2c(C)[nH]c(=O)[nH]c2=O)cc(OC)c1,-2.6,7.0
COC(=O)Cc1c(C)c2ccc(OCC(=O)c3ccc(OC)c(OC)c3)cc2oc1=O,-0.4,13.0

# With a hit mark in OX1R FRET antag, among the entries above:
SMILES,STK33 inh,OX1R FRET antag
O=[N+]([O-])c1ccc(S(=O)(=O)N2CCN(Cc3c[nH]c4ccccc34)CC2)cc1,0.8,48.6*
CCN(CC(=O)NC(C)(C)C)C(=O)c1ccc2c(c1)S(=O)(=O)c1ccccc1C2=O,0.6,56.3*

# From PubChem
